GPR151 ag = activators of human GPR151 | Q8TDV0 | PathHunter beta-arrestin GPR151 cells, luminescence | activation, % at 11.2 µM | 650,000 tested, 1% active; in the data active means activation above about 4.9%;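 further: 0% = median of compound wells and 100% = cells with positive control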
Target sequence (Q8TDV0 whole entry, looked up): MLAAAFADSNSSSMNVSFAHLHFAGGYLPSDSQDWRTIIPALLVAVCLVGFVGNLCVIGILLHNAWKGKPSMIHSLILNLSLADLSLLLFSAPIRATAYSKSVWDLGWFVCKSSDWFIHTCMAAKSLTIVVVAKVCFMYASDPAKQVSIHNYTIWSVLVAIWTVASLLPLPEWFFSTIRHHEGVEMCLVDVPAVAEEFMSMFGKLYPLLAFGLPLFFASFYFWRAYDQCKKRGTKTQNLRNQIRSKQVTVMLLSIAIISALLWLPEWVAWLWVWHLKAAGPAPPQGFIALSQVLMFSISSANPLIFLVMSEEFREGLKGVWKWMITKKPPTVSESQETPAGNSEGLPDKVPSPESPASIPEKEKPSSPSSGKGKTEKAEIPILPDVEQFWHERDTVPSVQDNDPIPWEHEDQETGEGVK
TEAD-YAP block = TEAD-YAP interaction inhibition. HEK-TIYL cells, TEAD-Gal4/YAP UAS-luciferase luminescence. inhibition, % at 9.12 µM. 640,000 tested, 1.4% active. AID 1259422; in the data active means inhibition above about 32%;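 further: 0% = median of test compound wells and 100% = reference inhibitor wells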
MITF inh = blocks human microphthalmia-associated transcription factor; AlphaScreen MITF homodimerization, bead proximity signal; 650,000 tested, 0.91% active; inhibition, % at 2.6 µM; O75030; in the data active means inhibition above about 50%;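 further: 0% = vehicle wells with protein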
Target sequence (O75030 whole entry, looked up): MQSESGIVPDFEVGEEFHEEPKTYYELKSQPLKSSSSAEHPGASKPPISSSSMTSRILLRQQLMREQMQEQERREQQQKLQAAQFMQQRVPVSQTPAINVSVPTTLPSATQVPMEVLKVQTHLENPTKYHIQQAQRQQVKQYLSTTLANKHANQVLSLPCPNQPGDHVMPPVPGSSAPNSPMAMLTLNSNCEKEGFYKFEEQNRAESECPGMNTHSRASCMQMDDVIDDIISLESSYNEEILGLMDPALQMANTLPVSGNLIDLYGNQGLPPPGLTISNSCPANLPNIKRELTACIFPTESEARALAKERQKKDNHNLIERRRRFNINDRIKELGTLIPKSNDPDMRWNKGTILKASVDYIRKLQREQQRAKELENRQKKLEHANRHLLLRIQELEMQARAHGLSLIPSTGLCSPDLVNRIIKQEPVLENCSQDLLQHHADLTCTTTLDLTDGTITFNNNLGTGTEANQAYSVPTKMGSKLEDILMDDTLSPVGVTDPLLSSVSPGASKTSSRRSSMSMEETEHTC
FBW7 act = human FBW7 E3 ligase activation, primary screen | Q969H0 | AlphaScreen FBW7–phospho-cyclin E peptide binding, activator screen | normalized activity (activation), % at 26.1 µM | 650,000 tested, 0.13% active | AID 1259310; in the data active means normalized activity above about 1.9%;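 further: purified mutant Fbw7 with reduced substrate affinity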
An asterisk follows results filed as active.

SMILES | GPR151 ag | TEAD-YAP block | MITF inh | FBW7 act
COc1ccccc1NC(=O)Nc1ccnn1C1CCN(C(=O)c2ccoc2)CC1 | -0.2 | -38 | 5 | 0.3
O=C(OCCN1C(=O)c2ccccc2C1=O)c1ccc(Cl)cc1Cl | 1.6 | -1 | 7 | 0.3
CCOc1ccc(/C(O)=C2/C(=O)C(=O)N(Cc3cccnc3)C2c2ccc(F)cc2)cc1C (stereo unspecified) | 0.3 | -1 | 4 | 0.7
COc1ccc(NC(=O)C(C)n2ncn3cccc3c2=O)cc1OC (stereo unspecified) | 0.5 | -9 | 7 | -0.1
CCOC(CNC(=O)c1ccc2c(c1)ncn2-c1ccc(OCc2ccccc2)cc1)OCC | 1.0 | 11 | 16 | 0.0
COc1ccccc1C(=O)NCC1CCN(c2nc(C)cc(C)n2)CC1 | 0.1 | -15 | -17 | -0.2
COc1ccc(C(=O)N/C(=C\c2ccc(F)cc2)C(=O)Nc2cc([N+](=O)[O-])ccc2C)cc1 | -1.9 | -11 | -4 | -0.1
Cc1cn2cc(C(=O)Nc3cccc(Cl)c3)nc2s1 | -1.4 | -71 | 9 | -0.3
Cc1ccc2c(c1)nc(NCCO)n2C | 0.0 | 6 | 29 | 0.2
O=C(CSc1nc2ccccc2c(=O)n1Cc1ccc2c(c1)OCO2)Nc1cccc(C(F)(F)F)c1 | 1.0 | 2 | 4 | -0.1
O=c1cc(O)nc(SCc2ccc(F)cc2)[nH]1 | 1.0 | -6 | -10 | 0.0
O=C(O)CC12CC3CC(C1)CC(n1ncc(Nc4cccc(O)c4)c(Cl)c1=O)(C3)C2 | 2.7 | 10 | 0 | -0.2
CCOC(=O)c1cnc2c(C)cccc2c1Nc1cccc(C(C)=O)c1 | 2.8 | -3 | 2 | -0.1
c1ccc(-c2nnnn2-c2cccnc2)cc1 | 1.6 | 4 | 0 | 0.1
CCOc1ccc(-n2c(CNC(=O)c3cccc(OC)c3)nnc2SCC(=O)N2N=C(c3cccs3)CC2c2ccc(C)cc2)cc1 (stereo unspecified) | -1.0 | 0 | 8 | -0.1
COc1ccc(NC(=O)COc2cccc3c2CCN(Cc2ccccc2)C3=O)c(OC)c1 | 0.8 | 4 | -8 | 0.1
CCOc1ccc(CC(=O)Nc2c3c(nn2-c2cccc(Cl)c2)CSC3)cc1 | 4.0 | 5 | 3 | 0.0
CC(OC(=O)C1CC(=O)N(Cc2ccco2)C1)C(=O)NC(=O)NC1CCCCC1 (stereo unspecified) | -0.8 | -1 | 1 | 0.1
COc1ccc(C2CC(c3ccc(C)cc3)Nc3nnnn32)c(OC)c1OC (stereo unspecified) | -0.6 | 8 | -17 | 0.1
COc1cc(NC(=O)CSc2nc(C)cc(=O)[nH]2)c(OC)cc1Cl | -0.2 | -2 | 15 | -0.2
C#CCN1C(=O)S/C(=C/c2ccccc2)C1=O | -0.5 | -28 | 11 | 0.1
Cc1cc(C)c2c3c(cn2n1)c(=O)n(C)c(=O)n3C | 0.7 | 3 | -5 | -0.3
O=C(NC1CCCC1)C1C2C=CC3(O2)C1C(=O)N(C1CCCC1)C3C(=O)NC1CCCC1 (stereo unspecified) | 3.7 | -2 | 4 | 0.1
Cc1c(C(=O)N2CCCC2)sc2ncnc(N3CCN(c4ccccc4F)CC3)c12 | -0.4 | 2 | 15 | -0.1
CCOC(=O)CCCCC(=O)c1[nH]c(=O)[nH]c1CSc1nc(C)cc(C)n1 | 0.6 | 5 | 20 | 0.7
CC1CCC(NC(=O)c2cccc(NC3=NC4CS(=O)(=O)CC4S3)c2)CC1 (stereo unspecified) | -1.4 | -2 | 2 | 0.0
COc1ccc(NC(=O)c2ccc3c(-n4ccnc4)c4c(nc3c2)CCCC4)cc1OC | 3.0 | 9 | 4 | 0.0
CC1CCCC(NC(=O)c2ccc3c(=O)n(CCC4=CCCCC4)c(=S)[nH]c3c2)C1C (stereo unspecified) | -0.8 | -7 | -3 | 0.0
N#Cc1ccc(COC(=O)c2cncc(Br)c2)cc1 | -0.4 | 3 | -7 | -0.1
CN1C(=O)NC(=O)/C(=C\c2cc(Cl)c(OCc3ccccc3)c(Cl)c2)C1=O | 0.5 | -8 | 4 | -0.2
O=C(Nc1ccc(Cl)cc1)c1cncc(Br)c1 | 1.7 | -30 | -6 | -0.1
COCCN1C(=O)CC[C@@H]2CN(C(=O)c3ccc(OC)cc3)CC[C@@H]21 | -1.2 | 4 | -3 | 0.1
Cc1cc(N(C)C)nc(-c2ccccc2O)n1 | 0.2 | 1 | -3 | 0.0
CSc1ccccc1C(=O)Nc1nc2cc(C)cc(C)c2s1 | 0.3 | -10 | -16 | -0.1
O=C(Cc1ccc(Cl)cc1)NCC1Cc2cccc(-c3ncccn3)c2O1 (stereo unspecified) | -0.5 | -3 | -10 | 0.0
Cn1c(/N=C/c2ccc(O)cc2)nc2ccccc21 | 3.8 | 0 | -11 | -0.1
CCCNc1nc(-c2ccccc2)nc2c1ncn2CCN1CCCC1=O | 1.9 | 0 | 15 | 0.1
Cc1ccccc1C1(CC(=O)N2CCNC(=O)CC2)CC(=O)N(Cc2ccccc2)C1=O (stereo unspecified) | 0.9 | -6 | 11 | -0.2
CCN1CCN(CCCN2C(=S)N(c3ccc(OC)cc3)C(=O)C2CC(=O)Nc2ccc(OC)cc2)CC1 (stereo unspecified) | -1.0 | 2 | 7 | -0.1
Cc1ccccc1OCC(=O)Nc1nnc(S(=O)(=O)N2CCCCCC2)s1 | 2.4 | -5 | 4 | -0.1
CCN(CC)CCN(C)Cc1ccc(SC)cc1 | -0.2 | -1 | 37 | 0.1
CCOc1ccccc1/C=N\Nc1cn[nH]c(=O)c1Cl | 0.8 | 10 | 6 | 0.0
O=C(CCC1CCCCC1)NCc1cccnc1 | -0.4 | -2 | 1 | 0.0
O=C(CSc1nnc(-c2ccccc2)o1)Nc1cccc(F)c1 | -1.6 | -64 | -4 | -0.2
N/C(Cc1ccc([N+](=O)[O-])cc1)=N\OC(=O)c1ccccc1Br | -1.1 | -6 | 20 | 0.2
CNC(=O)Cn1c2cc(OC)c(OC)cc2c2nc(=O)cc(C)n21 | 1.1 | -3 | 7 | -0.3
Cn1cnnc1SCC(=O)Nc1ccc(F)cc1 | -0.4 | -1 | 1 | 0.0
COc1ccc(/C=C/C(=O)NC(=S)Nc2cc([N+](=O)[O-])ccc2O)cc1 | -0.7 | -33 | -11 | -0.1
CCOC(=O)CSc1nc2ccccc2c2nc3ccccc3n12 | -1.4 | 4 | 23 | 0.5
CN(C)CCCCCCCCNC(=O)/C=N\O | -0.1 | 4 | -1 | -0.2
COc1ccc(CCN=C(N)NS(=O)(=O)c2ccc(C)cc2)cc1OC | 1.6 | -4 | -7 | -0.3
CCOC(=O)Cc1ccc(N(Cc2ccccc2Cl)S(=O)(=O)c2ccc(F)c(C)c2)cc1 | 0.4 | 0 | -13 | -0.1
COc1ccc(CNc2nc3ccccc3c3nc(-c4cccnc4)nn23)cc1 | -1.7 | 9 | 8 | 0.2
Cc1cc2cc(CNC(=O)c3cccc(Br)c3)ccc2[nH]1 | 0.4 | 5 | 18 | 0.6
CCCn1c(CN2CCCCC2C)nc2c1c(=O)n(C)c(=O)n2C (stereo unspecified) | 0.8 | 6 | 4 | -0.1
O=C(NCCO)c1csc(N2CCCC2CO)n1 (stereo unspecified) | 2.5 | 2 | 20 | 0.1
CN(C)CCn1c(=O)[nH]c2ncc(-c3ccoc3)nc21 | -0.8 | -3 | 9 | -0.6
CCCN1Cc2cccc(C(=O)Nc3ccccc3C#N)c2C1=O | -0.3 | 2 | -16 | -0.1
COc1ccc(C(=O)CSc2nc(N)cc(=O)[nH]2)cc1[N+](=O)[O-] | 1.1 | -9 | 2 | -0.2
CCOC(=O)c1cc(S(=O)(=O)Nc2ccc(C(C)C)cc2)cn1C | -0.6 | -3 | 5 | -0.1
The listing continues.
SMILES | GPR151 ag | TEAD-YAP block | MITF inh | FBW7 act
CSc1nc(N)nc(SCC(=O)c2ccc(Cl)s2)c1C#N | -1.0 | -12 | 14 | 0.6
COc1ccc(S(=O)(=O)N2CCOCC2)cc1C(=O)Nc1cccc(C(F)(F)F)c1 | -1.2 | -1 | 1 | 0.1
CC1CCN(Cc2nnc(-c3cccc(Br)c3)o2)CC1 | -0.7 | -14 | -7 | 0.0
Cc1ccc(C(=O)Oc2ccc(N3C(=O)C4C5CCC(C5)C4C3=O)cc2)cc1 (stereo unspecified) | -0.1 | 14 | -8 | 0.0
O=C(c1ccc(Cl)c([N+](=O)[O-])c1)N1CCc2ccccc2C1 | 2.0 | 7 | 5 | -0.1
CCSc1nnc(NC(=O)c2cccc(S(=O)(=O)N3CCCCC3)c2)s1 | -0.1 | 4 | 11 | 0.1
O=C(CN1CCCCCC1)N/N=C/c1cccc2ccccc12 | 0.1 | 6 | 32 | 0.4
CC1CCN(CCNC(=O)CN2C(=O)C3C4C=CC(C4)C3C2=O)CC1 (stereo unspecified) | -1.4 | -12 | -11 | -0.2
Cc1[nH]c2c(Cl)cccc2c(=O)c1CN(C)Cc1ccccc1 | -0.1 | -7 | -4 | 0.8
O=C(C1COc2ccccc2O1)N1CCN(c2ccc3[nH]ncc3c2)CC1 (stereo unspecified) | -0.1 | 3 | 3 | 0.0
CNC(=O)COC(=O)/C=C/c1ccc(C)o1 | 3.2 | -4 | 19 | 0.1
COc1ccc(C(=O)c2nocc2C(=O)c2cccs2)cc1 | 0.8 | 5 | 0 | -0.1
COCCNC(=O)C1CC(c2ccc(OC)c(OC)c2)=NO1 (stereo unspecified) | 0.2 | -2 | -9 | 0.1
O=C(NCCc1ccccc1)C(=O)Nc1cccc(F)c1 | 0.4 | -46 | -5 | 0.0
COc1ccc2c(c1)OC(C)CN(CC(=O)N(C)Cc1nc3c(s1)CCCC3)C2 (stereo unspecified) | -0.9 | 9 | -13 | -0.1
COCCOC(=O)C1=C(C)NC(=O)NC1c1c(Cl)nc2c(C)cccn2c1=O (stereo unspecified) | -1.0 | -2 | 2 | 0.2
O=C(COC(=O)c1ccc([N+](=O)[O-])o1)Nc1ccc(F)cc1F | -0.3 | 14 | 17 | -0.1
CN1CCOCCOCCOCCOCCOCC1 | 6.3* | -5 | 0 | 0.0
O=C(CS(=O)(=O)c1c[nH]c2ccccc12)Nc1ccc(F)cc1 | -0.2 | 2 | 0 | -0.1
COC(=O)c1cc(NC(=O)c2nn(C)c3c2COc2ccccc2-3)cc(C(=O)OC)c1 | 0.2 | -5 | 6 | 0.5
Cc1ccc(Oc2cc(Cl)nc(N)n2)c(C)c1 | -0.7 | 8 | 14 | 0.1
O=C(NCc1ccc2c(c1)OCO2)c1cccc2c1C(=O)N(Cc1cccnc1)C2 | -1.7 | 7 | 4 | 0.1
Cc1cc(C)n2nc(C(=O)OCC(=O)Nc3ccccc3Sc3ccccc3)nc2n1 | 1.4 | -4 | -5 | 0.0
CCc1ccc(-c2nc3cc(NC(=O)c4cc5ccccc5cc4OC)ccc3o2)cc1 | -0.6 | 8 | -6 | 0.0
COc1ccc(-c2ccccc2NC(=O)C2CCCN(C3CCSCC3)C2)cc1 (stereo unspecified) | -0.4 | -8 | 12 | 0.0
c1cncc(CNc2ccnc(-c3ccc(N4CCOCC4)nc3)n2)c1 | -2.3 | -25 | 8 | -0.1
COc1ccc(-n2cc(-c3ccccc3)c3c(NCCCN4CCCC4=O)ncnc32)cc1 | -1.5 | -8 | -6 | -0.2
O=C(c1ccc([N+](=O)[O-])cc1)N1CCCCCC1 | 2.0 | 13 | -2 | 0.0
O=S(=O)(NCc1csc(-c2cccs2)n1)c1ccc(Cl)cc1 | -0.8 | -4 | 9 | -0.1
Cc1cc(Cl)nc(Cl)c1C(=O)NC(=O)Nc1ccccc1C(F)(F)F | 0.2 | 3 | 0 | 0.0
CCCSc1nnc(NC(=O)c2cccc(C(F)(F)F)c2)s1 | -1.5 | 8 | 18 | -0.1
CC(C)CC(=O)NC(N1CCOCC1)C(Cl)(Cl)Cl (stereo unspecified) | 0.7 | -2 | 9 | 0.3
CCC(CC)C(=O)N1CCN(Cc2ccc3c(c2)OCO3)CC1 | 0.1 | 2 | -1 | -0.1
Cc1cc2occ(CC(=O)NNC(=O)C3COc4ccccc4O3)c2cc1C(C)C (stereo unspecified) | 1.4 | 17 | 4 | 0.1

Filtered by structure, those above containing an NH in an aromatic ring.
SMILES | GPR151 ag | TEAD-YAP block | MITF inh | FBW7 act
O=c1cc(O)nc(SCc2ccc(F)cc2)[nH]1 | 1.0 | -6 | -10 | 0.0
COc1cc(NC(=O)CSc2nc(C)cc(=O)[nH]2)c(OC)cc1Cl | -0.2 | -2 | 15 | -0.2
CCOC(=O)CCCCC(=O)c1[nH]c(=O)[nH]c1CSc1nc(C)cc(C)n1 | 0.6 | 5 | 20 | 0.7
CC1CCCC(NC(=O)c2ccc3c(=O)n(CCC4=CCCCC4)c(=S)[nH]c3c2)C1C (stereo unspecified) | -0.8 | -7 | -3 | 0.0
CCOc1ccccc1/C=N\Nc1cn[nH]c(=O)c1Cl | 0.8 | 10 | 6 | 0.0
Cc1cc2cc(CNC(=O)c3cccc(Br)c3)ccc2[nH]1 | 0.4 | 5 | 18 | 0.6
CN(C)CCn1c(=O)[nH]c2ncc(-c3ccoc3)nc21 | -0.8 | -3 | 9 | -0.6
COc1ccc(C(=O)CSc2nc(N)cc(=O)[nH]2)cc1[N+](=O)[O-] | 1.1 | -9 | 2 | -0.2
Cc1[nH]c2c(Cl)cccc2c(=O)c1CN(C)Cc1ccccc1 | -0.1 | -7 | -4 | 0.8
O=C(C1COc2ccccc2O1)N1CCN(c2ccc3[nH]ncc3c2)CC1 (stereo unspecified) | -0.1 | 3 | 3 | 0.0
O=C(CS(=O)(=O)c1c[nH]c2ccccc12)Nc1ccc(F)cc1 | -0.2 | 2 | 0 | -0.1

Bioassay records (PubChem)
